# GSK3beta inhib: human GSK3beta kinase inhibition. 0.038% of 300,000 active. activity score (negative = inhibition), % at 10 µM. GST-GSK3beta kinase, ADP-Glo luminescence, 60 min; active compounds read low. P49841;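 active = more than half of replicate wells score below -50%, meaning over 50% inhibition versus plate controls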;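 note: 0% = median DMSO wells and -100% = median GW8510 positive control wells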
# Target sequence (P49841 whole entry, looked up): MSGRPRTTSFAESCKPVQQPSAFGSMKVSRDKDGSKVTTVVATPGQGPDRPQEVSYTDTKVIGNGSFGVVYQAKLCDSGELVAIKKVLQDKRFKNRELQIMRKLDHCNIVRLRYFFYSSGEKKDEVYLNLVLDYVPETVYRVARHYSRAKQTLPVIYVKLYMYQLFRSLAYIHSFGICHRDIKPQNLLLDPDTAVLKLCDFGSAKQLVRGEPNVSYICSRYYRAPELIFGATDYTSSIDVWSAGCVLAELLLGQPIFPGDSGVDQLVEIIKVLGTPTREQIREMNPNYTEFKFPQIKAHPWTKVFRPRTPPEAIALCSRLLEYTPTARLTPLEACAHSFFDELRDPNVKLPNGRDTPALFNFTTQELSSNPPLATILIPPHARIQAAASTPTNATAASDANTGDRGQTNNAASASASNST
#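 Test system: GST-tagged human GSK3beta kinase, cell-free; evaluation: activity score scaled between in-plate DMSO and GW8510 controls; measured by: ADP-Glo luminescence; incubation: 60 min reaction, RT; benchmarks: DMSO and 20 µM GW8510; reagent: peptide substrate plus 25 µM ATP (final); medium: Tris/MgCl2 kinase buffer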
# HSP90 inh: HSP90 refolding inhibition in rabbit reticulocyte lysate; luciferase refolding luminescence, 3 h; inhibition, % at 5.6 µM; 0.91% of 290,000 active; AID 1789;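 active = inhibition above the screen-wide mean plus 3 SD, computed separately per campaign, cut at about 16% in these data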;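 note: 0% = DMSO wells and 100% = 60 µM geldanamycin wells; inhibitors lower the luminescence because luciferase stays unfolded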
# GSK3A inh: human GSK-3 alpha kinase inhibition; 0.1% of 320,000 active; ADP-Glo luminescence, 60 min; inhibition, % at 10 µM;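 in the data active = inhibition above about 50%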;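 note: GST-tagged GSK-3 alpha with peptide substrate and 25 µM ATP; 0% = DMSO neutral wells and 100% = GW8510 positive control wells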
# Target sequence (P49840 whole entry, looked up): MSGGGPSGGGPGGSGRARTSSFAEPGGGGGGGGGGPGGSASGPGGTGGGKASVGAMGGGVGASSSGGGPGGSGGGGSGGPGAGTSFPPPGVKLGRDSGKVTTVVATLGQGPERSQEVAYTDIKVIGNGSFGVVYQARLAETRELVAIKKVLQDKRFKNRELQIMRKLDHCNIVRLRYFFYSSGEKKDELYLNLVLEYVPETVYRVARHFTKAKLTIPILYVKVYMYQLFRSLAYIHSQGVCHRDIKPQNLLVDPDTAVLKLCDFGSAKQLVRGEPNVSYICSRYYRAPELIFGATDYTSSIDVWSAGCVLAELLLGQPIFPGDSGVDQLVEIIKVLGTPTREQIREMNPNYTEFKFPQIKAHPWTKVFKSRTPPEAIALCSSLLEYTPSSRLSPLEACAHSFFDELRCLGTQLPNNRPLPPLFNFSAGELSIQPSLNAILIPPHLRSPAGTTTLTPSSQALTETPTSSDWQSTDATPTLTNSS
# KLF5 inh: inhibitors of KLF5 expression; inhibition, % at 5 µM; DLD-1 KLF5 promoter-luciferase reporter, luminescence; AID 1700; 0.23% of 290,000 active;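 active = inhibition above a per-plate limit of that plate's mean compound inhibition plus 3 SD, cut at about 60% in these data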;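 note: 0% = DMSO wells and 100% = LY294002 at 200 µM; higher means less KLF5 promoter-driven luciferase light; inactives centre near -14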
# DYRK1A inh: blocks rat Dyrk1A kinase activity; ADP-Glo luminescence, NFATc1 peptide; AID 504441; Q63470; 0.43% of 310,000 active; inhibition, % at 12.5 µM; in the data active = inhibition above about 50%;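 note: plate controls were vehicle with enzyme for no effect and no enzyme for full effect; many of its hits are not listed in these tables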
# HSF1 inh: HSF1 inhibition. NIH3T3-HGL HSE-luciferase, MG132-induced, luminescence 8 h; active compounds read low. activity change, negative = inhibition, % at 7.5 µM (by protocol). 0.77% of 300,000 active;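 active = more than half of replicate wells show activity change below -50%, luminescence cut by over half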;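 note: luciferase reports HSF-1 transcriptional activity via heat shock element; 0% = median of DMSO wells and -100% = zero luminescence signal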
# HSF1 activator: increases HSF-1 driven luciferase reporter signal; NIH3T3-HGL HSF-1 luciferase reporter, MG132, 8 h; 100% = twice DMSO control signal; activation, % at 9 µM; 1.7% of 300,000 active; AID 504408;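 active = mean replicate activation of at least 50% with a set share of replicates each reaching 50%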;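 note: 0% = median of the neutral control wells and 100% = twice that signal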
# Platelet DG rel: platelet dense granule release activity; AID 1663; inhibition, %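 (compounds screened at 7.5 µM in platelet-rich plasma)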; 0.22% of 300,000 active; human platelet-rich plasma, SFLLRN dense granule ATP release, luminescence;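 active = mean replicate score, as percent of positive control, at or above 50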
# IEC-6 cytotox: kills IEC-6 intestinal cells in KLF5 counter-screen; inhibition, % at 5 µM; 0.78% of 290,000 active; IEC-6 cytotoxicity, luminescence viability; AID 1825; in the data active = inhibition above about 22%;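 note: 0% = plate median of test compound wells and 100% = cytotoxic reference compound wells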
# aSyn UTR inh: MLPCN primary screen, SNCA 5' untranslated region | alpha-synuclein 5'UTR reporter, inhibitor activity | inhibition, % (tested at 7.5 µM) | 0.82% of 300,000 active; in the data active = inhibition above about 60%;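 note: H4 neuroglioblastoma cells stably carrying SNCA 5'UTR luciferase fusion; 0% = DMSO wells and 100% = positive control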
# * = called active by the depositor; / = not tested or not shown. Some of the compounds tested. The share of hits here may be higher or lower than overall.
SMILES,GSK3beta inhib,HSP90 inh,GSK3A inh,KLF5 inh,DYRK1A inh,HSF1 inh,HSF1 activator,Platelet DG rel,IEC-6 cytotox,aSyn UTR inh
CCCCn1nnnc1NCc1ccc(N(CC)CC)cc1,2,1,-2,-33,5,1,-5,6,-6,2
COc1ccccc1CNCC(O)Cn1c2ccccc2c2ccccc21 (stereo not drawn),-5,3,-4,-27,3,-5,15,2,-4,16
CN(c1ccccc1)c1nc(N)c([N+](=O)[O-])c(NC2CCCCC2)n1,3,4,1,-21,-2,-5,-7,-10,-7,33
O=c1oc2ccccc2c2c1ncn2CCN1CCOCC1,2,-1,1,-6,7,-1,10,23,6,-4
Cc1ccnc2nc(C(=O)Nc3ccc4c(c3)OCO4)nn12,0,7,4,-76,6,-11,-11,21,0,-10
CC(=O)Nc1ccc(NC(=O)C(C)OC(=O)/C(C#N)=C/c2ccc(N(C)C)cc2)cc1 (stereo not drawn),3,/,/,/,-5,21,18,15,/,-85
CCn1c2ccccc2c2cc(CC(N)=O)ccc21,-1,2,6,-5,6,5,12,-11,6,7
CC(C)CCNC(=O)NC(=O)COc1ncnc2sccc12,0,-3,0,-4,5,10,18,-2,-6,22
c1ccc(N2OCC3Cn4c(nc5ccccc54)C32)cc1 (stereo not drawn),-1,/,-3,/,-2,-1,11,3,/,-64
COc1ccc(S(=O)(=O)N2CCN(c3cc(-c4ccccc4)nc4ncnn34)CC2)cc1,-1,-3,/,1,3,-10,-6,-3,0,0
Cc1ccc2oc(=O)cc(CN3CCOCC3)c2c1,-3,1,0,2,-4,-6,-1,-2,10,20
COC(=O)c1ccc(NCC(=O)c2ccccc2)cc1,-1,-2,-1,-48,-4,-39,-37,40,-1,-123
Cc1ccccc1OCc1nc2ccccc2[nH]1,-2,10,-2,-156,0,13,31,12,4,-138
O=C(Nc1ccc2c(c1)OCO2)c1cc(-c2cccnc2)nc2ccccc12,2,1,-1,-3,6,5,34,2,3,-34
O=C(O)CS(=O)(=O)CC(=O)NCc1cccc(C(F)(F)F)c1,2,1,-1,-1,/,-6,-7,2,3,3

# Two entries picked at random from those above, as already listed:
SMILES,GSK3beta inhib,HSP90 inh,GSK3A inh,KLF5 inh,DYRK1A inh,HSF1 inh,HSF1 activator,Platelet DG rel,IEC-6 cytotox,aSyn UTR inh
COc1ccccc1CNCC(O)Cn1c2ccccc2c2ccccc21 (stereo not drawn),-5,3,-4,-27,3,-5,15,2,-4,16
Cc1ccnc2nc(C(=O)Nc3ccc4c(c3)OCO4)nn12,0,7,4,-76,6,-11,-11,21,0,-10

# Additional compounds:
SMILES,GSK3beta inhib,HSP90 inh,GSK3A inh,KLF5 inh,DYRK1A inh,HSF1 inh,HSF1 activator,Platelet DG rel,IEC-6 cytotox,aSyn UTR inh
CCN(Cc1nc(-c2ccc(OC)c(OC)c2)no1)C(=O)c1ccc2c(c1)OCO2,2,-5,-3,1,3,-3,16,0,0,-1
O=C(Nc1cccc(Cl)c1)c1ccccc1NC(=O)C1CCCCC1C(=O)O (stereo not drawn),2,-2,-6,-33,-1,13,11,-2,1,-8
CCOc1ccc(NS(=O)(=O)c2ccc(C(=O)N3CCCC3)cc2)cc1,1,/,0,/,6,2,0,1,/,5
O=C(c1ccc(S(=O)(=O)c2ccccc2)cc1)N1CCCCCC1,-1,2,-1,-25,1,2,-17,19,-1,17
CCOC(=O)Cc1csc(/N=C/c2c(O)n(-c3ccccc3C(F)(F)F)c(=O)c3ccccc23)n1,3,-2,5,-30,-3,-1,2,-1,3,-14
Cc1cc(F)ccc1S(=O)(=O)Nc1ccccc1C(=O)Nc1ccccc1-c1nc2ccccc2[nH]1,1,-3,-2,47,-6,-8,2,6,2,-33
COc1ccc(/C=C2\SC(=O)N(CCC(=O)N3CCCCC3CCO)C2=O)cc1 (stereo not drawn),4,-1,0,-26,3,-2,-8,6,-4,14
CC(=O)NCCc1nc2cc(NC(=O)COc3cccc(C)c3)ccc2n1C,-1,-3,-1,-26,-2,4,-2,0,2,-62
COc1ccccc1OCCOCCn1cnc2ccccc2c1=O,0,1,-1,-29,-11,/,/,-10,-2,/
CCN1CCSc2ccc(C(=O)NCc3ccc(OC(C)C)cc3)cc21,3,-3,0,-4,1,60,77*,17,1,12
Fc1ccccc1NC(=S)N(CCN1CCCCCC1)Cc1cccs1,1,4,-3,-16,-6,-1,15,1,0,-13
COc1ccccc1-c1cc(C(=O)NCc2ccco2)no1,-3,4,1,-36,-6,7,31,2,1,-46
Cn1c(CCN2CCOCC2)nc2cc(NC(=O)COc3ccc([N+](=O)[O-])cc3)ccc21,3,-4,-3,-25,/,12,-15,1,2,1
CCCCn1nc(NC(=O)CC)c2cc3cc(OC)ccc3nc21,-1,2,16,-46,5,-2,-12,-22,-23,-6
COc1ccc(NC(=O)CN(c2cccc(C(F)(F)F)c2)S(C)(=O)=O)cc1OC,0,2,-4,-45,-1,4,17,7,0,10
CCc1cccc(NC(=O)CSC2=NS(=O)(=O)c3ccccc32)c1,0,1,1,-22,1,22,27,-7,3,-5
Cc1ccc(C)c(N/C(N)=N/c2nc(C)cc(C)n2)c1,0,0,0,4,-1,-1,-5,-13,1,-18
COc1cccc(/C=N/NC(=O)c2ccccc2NC(=O)c2ccco2)c1OC,-3,-2,0,-17,5,5,17,-8,-2,-7
COc1ccc(OCCCC(=O)NC(C)c2ccccc2)cc1 (stereo not drawn),0,16,0,-25,-3,-8,-10,3,3,-18
CCOc1ccc(NC(=O)Nc2ccc3c(c2)CCC3)cc1,0,-3,-1,-47,3,3,17,6,-10,-27
COc1ccccc1-n1cnnc1SCC(=O)c1cc(C)n(Cc2cccs2)c1C,0,0,-1,13,-4,1,25,-4,3,-17
CN1C(=O)/C(=C\C=C2/CCCN2C)N(C)C1=S,-2,-1,3,-4,2,-4,5,-1,1,-57
Cc1c(C(=O)Nc2ccc(F)cc2)c2ccccn2c1CCc1ccncc1,0,2,-2,-7,-1,0,4,-3,4,9
CCCCc1c(O)nc(SCC(=O)c2ccccc2)n(-c2ccccc2)c1=O,-21,2,21,-24,/,1,9,26,3,11
CC(=O)c1ccc(OCCCC(=O)N(CCC2=CCCCC2)c2c(N)n(Cc3ccccc3)c(=O)[nH]c2=O)cc1,-4,/,2,/,6,0,-7,13,/,13
CCOC(=O)N1CCN(CCC(=O)Nc2ccc(Br)c(C)c2)CC1,2,-2,-4,-15,-2,-2,-7,8,-6,37
O=C(O)c1cc(-c2ccc(/C=N/Nc3ccc(Cl)cc3)o2)ccc1Cl,0,-4,-8,0,5,2,14,6,-12,-34
c1ccc2c(c1)C(=NCC1CCCO1)NC2=NCC1CCCO1 (stereo not drawn),4,-2,0,-22,-1,-9,-14,5,4,14
Cc1ccc(/C=C(\C#N)C(=O)NCCN2CCOCC2)cc1,-3,2,1,-3,-3,3,7,0,1,7
CC/C(=N/Nc1cccc(Cl)c1)c1cnnc(SC)n1,3,-2,-4,-4,-1,-10,-20,-10,1,-26

# Reprinted from the results shown (13 entries):
SMILES,GSK3beta inhib,HSP90 inh,GSK3A inh,KLF5 inh,DYRK1A inh,HSF1 inh,HSF1 activator,Platelet DG rel,IEC-6 cytotox,aSyn UTR inh
CCCCn1nnnc1NCc1ccc(N(CC)CC)cc1,2,1,-2,-33,5,1,-5,6,-6,2
COc1ccccc1CNCC(O)Cn1c2ccccc2c2ccccc21 (stereo not drawn),-5,3,-4,-27,3,-5,15,2,-4,16
CN(c1ccccc1)c1nc(N)c([N+](=O)[O-])c(NC2CCCCC2)n1,3,4,1,-21,-2,-5,-7,-10,-7,33
O=c1oc2ccccc2c2c1ncn2CCN1CCOCC1,2,-1,1,-6,7,-1,10,23,6,-4
Cc1ccnc2nc(C(=O)Nc3ccc4c(c3)OCO4)nn12,0,7,4,-76,6,-11,-11,21,0,-10
CC(=O)Nc1ccc(NC(=O)C(C)OC(=O)/C(C#N)=C/c2ccc(N(C)C)cc2)cc1 (stereo not drawn),3,/,/,/,-5,21,18,15,/,-85
CCn1c2ccccc2c2cc(CC(N)=O)ccc21,-1,2,6,-5,6,5,12,-11,6,7
CC(C)CCNC(=O)NC(=O)COc1ncnc2sccc12,0,-3,0,-4,5,10,18,-2,-6,22
c1ccc(N2OCC3Cn4c(nc5ccccc54)C32)cc1 (stereo not drawn),-1,/,-3,/,-2,-1,11,3,/,-64
COc1ccc(S(=O)(=O)N2CCN(c3cc(-c4ccccc4)nc4ncnn34)CC2)cc1,-1,-3,/,1,3,-10,-6,-3,0,0
Cc1ccc2oc(=O)cc(CN3CCOCC3)c2c1,-3,1,0,2,-4,-6,-1,-2,10,20
COC(=O)c1ccc(NCC(=O)c2ccccc2)cc1,-1,-2,-1,-48,-4,-39,-37,40,-1,-123
Cc1ccccc1OCc1nc2ccccc2[nH]1,-2,10,-2,-156,0,13,31,12,4,-138

# More results
SMILES,GSK3beta inhib,HSP90 inh,GSK3A inh,KLF5 inh,DYRK1A inh,HSF1 inh,HSF1 activator,Platelet DG rel,IEC-6 cytotox,aSyn UTR inh
O=C(COc1ccc(F)cc1)Nc1ccccc1N1CCOCC1,0,/,0,/,3,-4,7,-2,/,19
Cc1c(F)cccc1NC(=O)CSCC(=O)Nc1ccccc1,0,2,0,-21,-6,2,1,2,-8,-13
O=C1CN(C(=O)c2cnccn2)c2ccccc2N1,0,1,-1,-6,0,-9,3,4,1,-11
CC(=O)c1cnn(-c2cc(Oc3cccc(C)c3)ncn2)c1C,2,2,-1,-26,10,-5,12,-7,1,-39
O=S(=O)(Nc1nc2ccccc2nc1Cl)c1ccc2c(c1)OCCO2,2,2,-6,-8,-1,5,1,2,-4,-18
O=C(Nc1c(F)c(F)c(F)c(F)c1F)C1CCCCC1,4,7,-1,-5,6,1,-10,1,10,-1
COc1cc(OC)c(OC)cc1NC(=O)CC1COc2ccccc2O1 (stereo not drawn),-4,1,-1,8,-1,2,-4,-5,-3,8
CCOC(=O)c1cc(-c2ccc(F)cc2)n(CC(=O)NCc2ccccn2)c1C,-4,0,0,4,-4,5,16,5,-2,20
CCCCC(=O)NC(c1ccco1)c1cc(Cl)c2cccnc2c1O (stereo not drawn),2,4,-2,-2,3,-34,-40,-3,-4,41
COc1ccc2c(c1)CC/C2=N\OC(=O)c1cccc(C)c1,1,-6,-2,-38,1,27,65*,-10,-6,-230
CCC(=O)NCCc1nc2cc(NC(=O)c3ccccc3OC)ccc2n1C,2,-6,-2,-72,0,2,-16,8,-2,-71
CN(C)S(=O)(=O)c1cccc(N=C2SCCN2Cc2ccccc2)c1,0,5,2,-26,1,-4,2,3,-2,-10
Cc1nc2ccc(S(=O)(=O)N(C)CC(=O)N3CCc4ccccc4C3)cc2s1,-5,-3,-3,-18,8,-4,-5,-2,-9,2
Cc1ccccc1Nc1nc(-c2sc(NC(=O)c3ccccc3)nc2C)cs1,1,59*,-2,-90,/,13,21,5,14,-19

# High-throughput results deposited in PubChem by several laboratories.
